# COUP-TFII inh – inhibitors of human COUP-TFII (NR2F2); actives 0.7% (n = 370,000); inhibition, % at 8.6 µM; HEK293T NGFI-A luciferase reporter, luminescence; P24468;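 active = inhibition above a per-plate cutoff, mean inhibition of test wells between control levels plus 3 SD, cut at about 38% in these data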;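 also: cells cotransfected with COUP-TFII expression vector driving the NGFI-A reporter; 0% = median of COUP-TF2 test wells and 100% = reporter-only cells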
# EBV LMP1 NFkB – Epstein-Barr LMP1 NF-kappaB reporter inhibition. actives 0.69% (n = 350,000). inhibition, % at 12.5 µM. LMP1-induced NF-kappaB luciferase reporter cells, luminescence; in the data active = inhibition above about 41%;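 also: 0% = neutral control wells and 100% = reference inhibitor control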
# NCOA3 inh – inhibitors of human steroid receptor coactivator 3 (SRC3); HEK293 GAL4-SRC3 luciferase reporter, luminescence; AID 588352; actives 0.17% (n = 360,000); inhibition, % at 3.6 µM;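 active = inhibition above a per-campaign cutoff, the mean of all compounds plus 3 SD, cut at about 60% in these data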;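 also: 0% = DMSO-treated cells and 100% = gossypol-treated cells at 36 µM; higher means less SRC3-driven luciferase light from the GAL4 reporter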
# TROY signal inh – inhibitors of TROY-dependent NF-kB signaling; Q293 LMP1-TROYcd NF-kB luciferase reporter, 4 h; inhibition, % at 10 µM; actives 0.98% (n = 360,000);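 active = compounds whose plate-normalised and pattern-corrected inhibition of the luciferase reporter signal at the single screening dose is 50% or more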
# TWEAK Fn14 block – TWEAK-Fn14 signaling inhibition; AID 1159606; TWEAK-stimulated Fn14 reporter cells, luciferase luminescence, 8 h; actives 2% (n = 360,000); inhibition, % at 10 µM; in the data active = inhibition above about 50%
# KKLEB tox – CF airway cell cytotoxicity counter-screen | KKLEB CF airway cells viability, ATPlite luminescence, overnight; active compounds read low; cells stimulated with P. aeruginosa culture filtrate | activity change (cytotoxicity), % at 5 µM | actives 0.36% (n = 360,000) | AID 602141;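 active = corrected activity change at or below -50% at 5 µM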
# NCOA2 inhibitor – inhibits human steroid receptor coactivator 2; Q15596; HEK293 GAL4-SRC2 luciferase reporter, luminescence; inhibition, % at 9 µM; actives 0.17% (n = 370,000);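 active = inhibition above the mean inhibition of all tested compounds plus 3 SD, set per campaign, cut at about 52% in these data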;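 also: 0% = DMSO treated cells and 100% = cells given Gossypol at 36 µM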
# C8 TRAIL sens – sensitizes caspase-8 expressing cells to TRAIL. NB7+C8 cells + TRAIL, ATPlite viability luminescence. inhibition (viability loss, TRAIL sensitization), % at 10 µM. actives 1% (n = 360,000). AID 624354;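 active = compounds causing at least 50% loss of cell viability in the single-dose screen, relative to plate controls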
# SRC1 inh – human NCOA1 inhibition; Q15788; HEK293 GAL4-SRC1 luciferase reporter, luminescence; inhibition, % at 3.6 µM; actives 0.12% (n = 360,000);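 active = inhibition above the campaign mean plus 3 SD, with each screening campaign given its own cutoff, cut at about 60% in these data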;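 also: 0% = DMSO treated cells and 100% = gossypol at 36 µM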
# NR5A2 inv ag – suppresses constitutive activity of human LRH-1. O00482. HEK293T StAR-luciferase reporter, LRH-1 transfected, 24 h. inhibition, % at 3.6 µM. actives 0.13% (n = 360,000). AID 602396;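 active = inhibition above the mean inhibition of all tested compounds plus 3 SD, cut at about 73% in these data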;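 also: 0% = DMSO wells and 100% = reporter-only cells lacking LRH-1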
# CF NFkB inh – inhibitors of cystic fibrosis induced NF-kB | inhibition, % at 5 µM | KKLEB NF-kB-GFP reporter, PAF-induced, GFP fluorescence overnight | actives 0.86% (n = 360,000) | AID 588850;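 active = at least 50% inhibition at 5 µM, scaled per plate between neutral and stimulator controls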;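 also: PAF is a Pseudomonas aeruginosa culture filtrate used as stimulus; plate controls were PAF-stimulated DMSO wells for no effect and unstimulated DMSO wells for full effect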
# * hit, by the source's call; . = not tested or not shown.
SMILES,COUP-TFII inh,EBV LMP1 NFkB,NCOA3 inh,TROY signal inh,TWEAK Fn14 block,KKLEB tox,NCOA2 inhibitor,C8 TRAIL sens,SRC1 inh,NR5A2 inv ag,CF NFkB inh
O=C(CN1C(=O)NC2(CCCCCC2)C1=O)c1ccc(OC(F)F)cc1OC(F)F,4,-14,18,1,-8,9,-22,5,4,-7,-4
C[C@H]1CN([C@@H](C)CO)C(=O)c2cc(Br)cnc2O[C@H]1CN(C)C(=O)c1ccccn1,-12,6,11,-4,9,4,-5,-12,-2,-5,0
COC(=O)C1CN(Cc2ccccc2)C(=O)C1=O (stereo not drawn),13,7,-5,-21,10,15,-6,-7,-12,11,-17
O=C(CN1CCN(Cc2ccccc2)CC1)Nc1cccc(C(F)(F)F)c1,16,-4,2,0,9,2,-6,-15,11,7,15
CC(C)N1CCN(Cc2ccsc2)CC1CCO (stereo not drawn),-1,-8,16,3,1,1,1,2,-5,0,8
CCOc1ccc(-n2cnnn2)cc1S(=O)(=O)N1CCC(C)CC1C (stereo not drawn),3,3,11,1,-5,-9,-5,2,4,-10,3
O=C1CN(CC(=O)NC2CCCc3ccccc32)CCN1 (stereo not drawn),9,1,3,-13,32,-12,1,5,-10,-16,-25
Cn1c(CS/C(N)=N/N=C/c2ccccc2)c(Br)c(=O)n1-c1ccccc1,-1,-14,-13,15,31,17,-32,2,-1,-10,-12
CCn1cc([N+](=O)[O-])c(C(=O)N2CCN(C(=O)c3ccco3)CC2)n1,-6,-1,13,7,-2,10,-16,-18,-10,27,-8
O=C(CN1CCCc2ccccc21)Nc1cccc(S(=O)(=O)N2CCCC2)c1,3,-9,4,-21,-1,2,4,1,-30,23,14
O=C1c2cccc3c2N(CCC3)C(=O)C1(F)c1ccccc1 (stereo not drawn),-7,.,8,5,16,6,-15,20,-12,2,-13
CC(CN)(NS(=O)(=O)c1ccccc1)c1ccccc1 (stereo not drawn),-14,-6,-11,9,-6,0,20,-3,-43,24,-1
COc1ccccc1CNC(=S)Nc1ccc(F)cc1,10,11,4,3,9,9,9,0,-12,9,0
COc1ccc(C(=O)Nc2ccc(NC(=O)Cc3ccccc3)cn2)cc1,-8,2,-43,-18,45,11,-13,21,5,-1,-6
CCN1C(=O)/C(=C\N(C)C)NC1=S,12,2,8,-7,2,8,16,-8,12,-1,-1
O=C(c1ccc(COc2ccccc2Cl)o1)N1CCOCC1,16,-8,7,-8,-4,-5,-4,0,9,12,3
COc1ccc(CN2CCNC(=O)C2CC(=O)N(C)CCC2CCOCC2)c(OC)c1 (stereo not drawn),-14,0,0,2,13,-6,-8,-9,18,-13,-6
Cc1cccc(C)c1NC(=O)CN,-6,-6,8,4,-15,-5,3,6,2,-5,-5
CCn1cc(C(=O)N2CCc3ccccc32)c(=O)c2cc(S(=O)(=O)N3CCCCCC3)ccc21,8,2,-8,-4,10,-6,-20,11,-8,28,3
CC1=C(C(=O)N(C)C)CC(CC(=O)NCCCCc2ccccc2)C(=O)N1Cc1ccc(F)cc1 (stereo not drawn),-1,-5,11,-7,-12,-6,29,14,-18,7,-14
O=C(Nc1ccc(Cl)cc1Cl)C1CCC(=O)N1Cc1ccccc1Cl (stereo not drawn),-7,2,18,-1,-2,-14,4,-3,1,6,5
CCCCNC(=O)C(CC)(ONc1ccccc1C(F)(F)F)c1ccccc1 (stereo not drawn),21,1,8,0,4,0,5,-5,4,5,30
CN(CC(=O)Nc1ccccc1Br)C(=O)Cn1[nH]c(=O)c2ccccc2c1=O,-2,1,7,9,9,-11,-15,6,-10,11,-1
COc1ccccc1C(=O)Nc1ccc2c(c1)nc1n2CCN(Cc2ccccc2)C1,-4,24,0,-11,-15,12,-12,1,2,-16,-25
Cc1nnc(SCC(=O)Nc2nsc(-c3ccc(C(C)(C)C)cc3)n2)s1,-47,-24,-116,-31,-3,-11,-33,34,-95,-162,1

# Continuation:
SMILES,COUP-TFII inh,EBV LMP1 NFkB,NCOA3 inh,TROY signal inh,TWEAK Fn14 block,KKLEB tox,NCOA2 inhibitor,C8 TRAIL sens,SRC1 inh,NR5A2 inv ag,CF NFkB inh
CC[C@@]1(C(=O)OC)N[C@H](CN(C)C(=O)Nc2ccc(OC)cc2)[C@@H]2C(=O)N(C)C(=O)[C@@H]21,14,-13,-11,-36,-10,17,-17,-19,-11,11,-4
Cc1ccccc1Nc1c([N+](=O)[O-])ccc2c1=NC1(CCCCC1)N=2,7,-9,17,-6,-9,10,16,9,-6,18,-4
COc1ccc(S(=O)(=O)NCc2ccc(C(=O)NCCCN3CCCC(C)C3)cc2)cc1 (stereo not drawn),8,4,8,-2,0,-3,5,-6,-12,-1,12
COc1cccc(/C=C2\SC(=O)N(CCC(=O)NCCCn3ccnc3)C2=O)c1,-10,5,-3,-25,-4,-6,-36,0,-4,-6,-15
Cc1ccc(C(=O)O/N=C2\CCS(=O)(=O)c3sccc32)cc1,7,25,-4,-27,-8,-2,13,-2,0,2,13
CC1OC(Nc2cccc3ccccc23)C(O)C(O)C1O (stereo not drawn),9,-1,0,28,92*,-27,-32,30,-3,28,30
O=C(Nc1cc(S(=O)(=O)N2CCOCC2)ccc1N1CCOCC1)c1cccs1,23,-2,-12,-9,-6,-8,4,12,-8,13,15
CN(CC(=O)Nc1ccc(Cl)c(C(F)(F)F)c1)C(=O)CCC(=O)c1ccccc1,6,5,21,29,8,11,-1,-2,9,9,0
CCn1c2c(c(C)cc1=O)C(=O)CC(C)(C)C2,-2,5,4,-9,5,-6,3,-3,9,-19,14
O=C(COC(=O)/C=C/c1ccc(Cl)cc1)NCCC1=CCCCC1,-13,3,21,6,1,10,7,3,6,16,-7
O=C(NC(=S)Nc1ccccc1Br)c1ccco1,-45,-4,-62,-51,-21,10,-25,18,-60,-122,-1
CC12CCC(=O)N1C(C(=O)NNC(=O)c1ccccc1F)CS2 (stereo not drawn),0,5,-10,11,-13,1,1,13,-12,-8,-1
CC(=O)c1cccc(NC(=O)CN(C2CCCCC2)S(C)(=O)=O)c1,18,6,-22,8,-2,4,-3,-14,10,1,7
CC(C(=O)O)N1C(=O)/C(=C/c2cccn2C)SC1=S (stereo not drawn),6,-2,10,2,0,-15,2,-6,8,2,15
Cc1cccc(OCC(=O)NCC(=O)N=Nc2c(O)[nH]c3ccc([N+](=O)[O-])cc23)c1,10,1,-5,-12,-1,1,5,2,12,17,-44
COc1cccc(CNC(=O)c2cccnc2Sc2ccccc2)c1,-3,1,-4,-17,-18,-10,-24,15,-10,35,4
COc1cnc(SCc2ccc(Cl)c(Cl)c2)nc1Cl,.,1,-16,5,-24,18,.,-5,1,1,-15
Cc1cc(C)cc(C(O)c2ncc(-c3ccc4ccccc4c3)[nH]2)c1 (stereo not drawn),-2,.,2,8,13,-1,-28,7,-2,-11,4
S=C(NCC1CCCO1)N1CCN(c2ccc(Cl)c(Cl)c2)CC1 (stereo not drawn),21,10,12,12,30,5,16,17,18,11,-12
O=C(N[C@@H](Cc1ccccc1)C(=O)O)c1cccs1,0,-5,-3,-7,21,8,-4,-4,2,-9,-18
CCCCN(C(=O)C1CC(=O)N(CCc2ccc(OC)c(OC)c2)C1)c1c(N)n(CC(C)C)c(=O)[nH]c1=O (stereo not drawn),-2,3,13,1,2,8,10,4,-9,13,-9
Cn1c(SCC(=O)Nc2cccc(S(=O)(=O)NC3=NCCCCC3)c2)nnc1-c1ccncc1,10,-4,8,-10,0,-2,-14,-10,-15,6,11
C=CCNC(=O)C1CC(c2cccc(OC)c2)=NO1 (stereo not drawn),7,-12,12,2,8,-5,3,-6,-9,-9,3
COc1ccc(-c2nnn(CC(=O)NC(=O)NC3CCCCC3)n2)cc1OC,-8,5,6,-1,5,-9,11,-2,-8,-4,13
COc1cc(OC)cc(C(=O)NNC(=O)CCC(=O)c2cccs2)c1,-7,-3,-6,-7,0,1,5,-5,5,12,9

# Part of the list above, tab-delimited.
Compound	COUP-TFII inh	EBV LMP1 NFkB	NCOA3 inh	TROY signal inh	TWEAK Fn14 block	KKLEB tox	NCOA2 inhibitor	C8 TRAIL sens	SRC1 inh	NR5A2 inv ag	CF NFkB inh
CC[C@@]1(C(=O)OC)N[C@H](CN(C)C(=O)Nc2ccc(OC)cc2)[C@@H]2C(=O)N(C)C(=O)[C@@H]21	14	-13	-11	-36	-10	17	-17	-19	-11	11	-4
CC12CCC(=O)N1C(C(=O)NNC(=O)c1ccccc1F)CS2 (stereo not drawn)	0	5	-10	11	-13	1	1	13	-12	-8	-1

# (further entries)
SMILES,COUP-TFII inh,EBV LMP1 NFkB,NCOA3 inh,TROY signal inh,TWEAK Fn14 block,KKLEB tox,NCOA2 inhibitor,C8 TRAIL sens,SRC1 inh,NR5A2 inv ag,CF NFkB inh
N=c1c2c3c(sc2ncn1Cc1ccco1)CCCCC3,5,8,2,-34,-15,-13,2,-1,-24,-4,3
O=C(COC(=O)/C=C/c1cccc(C(F)(F)F)c1)NCc1ccc(F)cc1,11,0,6,5,8,3,9,-7,-1,8,-27
CCCn1c(N)c(N(CCOC)C(=O)c2ccc(N(C)S(=O)(=O)c3ccc(C)cc3)cc2)c(=O)[nH]c1=O,-4,-2,14,-6,-1,-12,-3,-1,4,14,19
CCN(CC(=O)Nc1cc(Cl)ccc1C)C(=O)CN1C(=O)NC(CC)(c2ccccc2)C1=O (stereo not drawn),6,2,-21,-1,0,-11,-7,10,-2,-16,8
COc1ccccc1CNC(=O)CSc1cc(=O)n(C)c2ccccc12,-7,7,16,-4,0,-8,7,0,-10,5,13
O=C(CNS(=O)(=O)c1ccc(Br)s1)NC1CCCc2ccccc21 (stereo not drawn),6,1,2,15,14,10,0,1,-4,9,4
CC1CCCC(C)N1C(=O)c1cc(-c2ccc3c(c2)OCO3)on1 (stereo not drawn),-37,-58,-161,-36,0,-6,-37,10,-102,-153,-7
O=C(Cc1ccc(Cl)c(Cl)c1)Nc1cccc2ncccc12,23,2,9,14,11,3,19,-8,-12,18,2
O=C(N/N=C/C(Br)=C/c1ccccc1)C(O)c1ccccc1 (stereo not drawn),-20,-16,-6,-36,-24,-8,-46,9,-57,-6,12
O=C(Nc1ccc2c(c1)CCC2)c1cc2ccccc2o1,-47,-36,-43,-12,14,1,-23,29,-103,-174,-4
CC(=O)c1ccc(N2CCN(S(=O)(=O)c3cc(-c4cc(C)no4)ccc3C(C)C)CC2)cc1,5,-10,-18,5,-4,-10,13,13,0,-16,10
CN(C)c1cc[n+](CC(=O)Nc2c(Cl)cc(Cl)cc2Cl)cc1,13,2,12,-22,0,-3,-9,-9,6,-18,1
O=C(N[C@H](CO)Cc1ccccc1)[C@H]1O[C@@H](n2ccc(=O)[nH]c2=O)[C@H](O)[C@@H]1O,-3,.,6,2,-3,8,-21,4,6,19,-29
COCCCNC(=O)CC1C[C@H](C(=O)N2CCCCC2)[C@@]2(CCc3ccccc3)c3[nH]c4ccccc4c3CCN2C1=O (stereo partly drawn),-9,7,-2,1,18,6,15,4,-1,13,6
CC(C)(C)OC(=O)N1CCC(NC(=O)c2nc[nH]c2C(=O)NC2CCN(C(=O)OC(C)(C)C)CC2)CC1,-8,2,-1,-8,-17,10,-52,8,-4,-7,-5

# High-throughput results deposited in PubChem BioAssay by several laboratories.
